CHRM4 PAM – CHRM4 positive allosteric modulation; P08173; CHO-K1 hM4/Gqi5, Fluo-8 calcium fluorescence, ACh EC20; 0% = ACh EC20, 100% = maximal ACh; activation, % at 3 µM; hit rate 0.4% among 360,000;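 active = activation above its plate's cutoff, the mean activation of sample wells plus 3 SD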; note: some results filed as inactive read as strong as hits
Target sequence (P08173 whole entry, looked up): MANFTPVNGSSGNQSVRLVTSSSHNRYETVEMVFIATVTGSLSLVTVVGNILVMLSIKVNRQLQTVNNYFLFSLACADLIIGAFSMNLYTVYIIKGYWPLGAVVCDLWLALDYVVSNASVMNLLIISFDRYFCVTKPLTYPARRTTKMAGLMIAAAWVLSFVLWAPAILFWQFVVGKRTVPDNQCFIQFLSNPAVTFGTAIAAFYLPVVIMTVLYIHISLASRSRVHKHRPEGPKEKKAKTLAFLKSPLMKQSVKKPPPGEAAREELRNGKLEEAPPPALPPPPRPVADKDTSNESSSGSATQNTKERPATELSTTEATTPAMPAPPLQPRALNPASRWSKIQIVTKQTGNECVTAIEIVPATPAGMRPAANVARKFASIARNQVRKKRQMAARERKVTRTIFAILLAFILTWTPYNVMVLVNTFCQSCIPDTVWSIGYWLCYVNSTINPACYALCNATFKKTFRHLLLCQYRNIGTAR
M5 antag – blocks acetylcholine activation of human M5 receptor; CHO-hM5 cells, Fluo-8 calcium fluorescence, ACh EC80; P08912; AID 624040; hit rate 0.59% among 360,000; inhibition, % at 3 µM;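 active = inhibition above a per-plate cutoff, the mean of that plate's test compounds plus 3 SD, cut at about 27% in these data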;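 note: 0% = acetylcholine EC80 with DMSO and 100% = DMSO without agonist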
Target sequence (P08912 whole entry, looked up): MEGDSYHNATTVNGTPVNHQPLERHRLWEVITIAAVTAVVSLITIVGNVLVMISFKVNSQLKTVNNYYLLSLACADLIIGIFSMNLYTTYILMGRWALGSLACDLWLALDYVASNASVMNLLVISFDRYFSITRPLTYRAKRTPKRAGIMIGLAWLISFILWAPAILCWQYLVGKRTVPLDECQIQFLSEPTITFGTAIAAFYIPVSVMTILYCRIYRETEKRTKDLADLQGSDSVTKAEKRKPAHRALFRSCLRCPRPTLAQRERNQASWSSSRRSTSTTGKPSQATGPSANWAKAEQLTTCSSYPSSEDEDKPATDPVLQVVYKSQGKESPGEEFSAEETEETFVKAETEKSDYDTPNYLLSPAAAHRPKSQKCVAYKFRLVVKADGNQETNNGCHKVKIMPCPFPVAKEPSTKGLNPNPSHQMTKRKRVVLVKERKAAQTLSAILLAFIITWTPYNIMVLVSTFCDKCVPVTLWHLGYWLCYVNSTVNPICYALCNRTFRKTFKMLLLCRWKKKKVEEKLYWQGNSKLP
CRFBP-R2 block – CRF-BP/CRF-R2 complex antagonism | HEK293 CRF-R2/CRF-BP, CRF-induced calcium fluorescence | inhibition, % at 11.8 µM | hit rate 0.59% among 350,000;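 active = inhibition of the ligand-induced calcium signal above about 50% at the single tested concentration, limit read from the data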
CRFR2-BP ag – CRF-BP/CRF-R2 complex agonism; HEK293 CRF-R2/CRF-BP, calcium dye fluorescence (FLIPR); percent of saturating CRF peptide response; activation, % at 13.2 µM; hit rate 0.46% among 350,000;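 active = activation of at least 50%, plus an integration ratio under a set limit after plate pattern correction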;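 note: plate controls were neutral control wells without compound for no effect and CRF at EC100 for full effect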
TAAR1 antag – human TAAR1 antagonism; inhibition, % at 3 µM; hit rate 1.5% among 360,000; CHO RD-HGA16 TAAR1, Fluo-8 calcium fluorescence, antagonist; AID 624466;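 active = inhibition above a per-plate cutoff, the mean inhibition of test compounds on that plate plus 3 SD, cut at about 49% in these data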;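 note: 0% = DMSO plus EC80 beta-PEA response and 100% = DMSO alone without agonist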
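Assay system: RD-HGA16 CHO cells with stable hTAAR1 and Gα16 / Reagent: EC80 β-phenethylamine stimulus / Doses: 3 µM, single point / Timing: dye loading 75 min at 37 °C, then 30 min room temperature / Measured by: Fluo-8 intracellular calcium dye fluorescence, real-time kinetic reads / Controls: vehicle wells and EC80 agonist wells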
CHO-K1 Ca PAM – nonselective activator or artifact in parental CHO-K1 calcium assay | ATP EC20, Fluo-8 calcium fluorescence; 0% at ATP EC20, 100% at ATP max | activation, % at 3 µM | hit rate 0.02% among 360,000;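 active = activation above the run cutoff, the mean activation of all test compounds plus 3 SD, cut at about 40% in these data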;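 note: peak over basal fluorescence ratio in a 140 s read after ATP addition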
M5 ag – CHRM5 agonism in calcium assay; P08912; CHO-K1 hM5 cells, Fluo-8 calcium fluorescence; 0% DMSO wells, 100% maximal acetylcholine response; activation, % at 3 µM; hit rate 0.19% among 360,000;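 active = activation above the run's mean over test compounds plus 3 SD, cut at about 23% in these data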;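 note: signal is peak over basal fluorescence ratio across the kinetic read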
TAAR1 agonist – agonists of human TAAR1. Q96RJ0. CHO RD-HGA16 TAAR1, Fluo-8 calcium fluorescence; vehicle wells 0%, saturating PEA agonist 100%. activation, % at 3 µM. hit rate 0.99% among 360,000. AID 624467;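 active = activation above the mean activation of all test compounds in the run plus 3 SD, cut at about 38% in these data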
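test system = CHO RD-HGA16 cells carrying human TAAR1 plus Gα16 | schedule = 17-24 h seeding, 75 min 37 °C dye, 30 min RT | compound dosing = 3 µM single concentration | control set = DMSO and PEA EC100 | replicates = n 1 | signal = Fluo-8 fluorescence, 5 s baseline then 140 s kinetic read | measure = percent activation vs PEA EC100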
M5 PAM – CHRM5 positive allosteric modulation | P08912 | CHO-K1 hM5, Fluo-8 calcium, ACh EC20 PAM; 0% = ACh EC20, 100% = ACh EC100 | activation, % at 3 µM | hit rate 0.3% among 360,000;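 active = activation above the run cutoff, the mean activation of all test compounds plus 3 SD, cut at about 18% in these data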
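System: CHO-K1 cell line with stable human muscarinic M5 receptor expression | Also added: EC20 acetylcholine as agonist stimulus | Compound: One concentration, 3 µM final (nominal) | Timing: Fluo-8 loading 80 min at 37 °C plus 30 min room temperature | Measured by: Fluo-8 calcium dye fluorescence, kinetic read | Read-out basis: % activation, ACh-normalized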
The depositor's hits bear a star; / = not tested or not shown.

1. O=C(CCCOc1ccccc1)Nc1ccccc1C(F)(F)F
2. C=CCCCCCCCCC(=O)NN
3. COC(=O)Oc1nsnc1N1CCOCC1
4. Cc1ccc(Nc2nnc(SCC(=O)c3cc4ccccc4o3)s2)cc1C
5. CCC(CC)C(=O)Nc1cccc(C(=O)N2CCCC2)c1
6. COC(=O)c1ccccc1NC(=O)c1ccc(Cn2cc(Cl)cn2)o1
7. Cc1cccc(CN2C[C@]34C=C[C@@H](C[C@@H]3S2(=O)=O)O4)c1
8. N#CCC(=O)Nc1ccc(C(=O)OCc2ccccc2Oc2ccccc2)cc1

| entry no. | 1 | 2 | 3 | 4 | 5 | 6 | 7 | 8 |
| --- | --- | --- | --- | --- | --- | --- | --- | --- |
| CHRM4 PAM | 7 | -3 | -8 | 8 | 11 | 8 | -5 | 3 |
| M5 antag | 2 | 2 | 7 | 3 | 0 | -12 | 11 | 11 |
| CRFBP-R2 block | -2 | -6 | 2 | -26 | 3 | -32 | 3 | 1 |
| CRFR2-BP ag | -1.2 | 1.9 | 0.2 | -0.3 | -0.7 | 0.1 | -1.2 | 2.2 |
| TAAR1 antag | 3 | -15 | -32 | -10 | 1 | 14 | 1 | 1 |
| CHO-K1 Ca PAM | 17 | 25 | 4 | 3 | 14 | 14 | -13 | 12 |
| M5 ag | -6 | 2 | 3 | -2 | -1 | -2 | 1 | 0 |
| TAAR1 agonist | -1 | -1 | 13 | -2 | 6 | 3 | 7 | 35 |
| M5 PAM | 2 | -4 | 2 | -4 | 5 | -5 | -3 | -1 |

9. C/C(=N\Nc1ccc(C(=O)O)cc1)c1ccc2c(c1)Nc1ccccc1S2
10. C/C(CC(=O)NC1CCCC1)=N\NC(=O)Cc1cccs1
11. COc1cc(C(C(=O)NC2CCCCC2)N(C(=O)c2cnccn2)c2ccccc2)cc(OC)c1OC (stereo unspecified)
12. CC1CCCN(C/C(O)=C(\C#N)c2nc3ccccc3[nH]2)C1 (stereo unspecified)
13. N#C/C(=C/c1ccco1)C(N)=S
14. CCOC(=O)c1sc(=NC(=O)c2ccc(S(=O)(=O)N3CC(C)OC(C)C3)cc2)n(C)c1C (stereo unspecified)
15. O=C(CC1Nc2ccccc2NC1=O)NC1CCCCC1 (stereo unspecified)
16. CC1CC(C)CN(S(=O)(=O)c2ccc3c(c2)CC(C)N3C(=O)C2CCC2)C1 (stereo unspecified)

| entry no. | 9 | 10 | 11 | 12 | 13 | 14 | 15 | 16 |
| --- | --- | --- | --- | --- | --- | --- | --- | --- |
| CHRM4 PAM | -11 | 4 | 5 | 19 | 5 | -5 | -6 | -22 |
| M5 antag | 10 | -7 | 8 | -2 | -10 | 3 | 0 | 0 |
| CRFBP-R2 block | -4 | -11 | 4 | -3 | -12 | -19 | 25 | 8 |
| CRFR2-BP ag | -0.9 | -0.3 | -1.6 | -4.4 | 4.3 | 1.7 | 1.6 | -1.9 |
| TAAR1 antag | -20 | 0 | -21 | -11 | 5 | -11 | -5 | -22 |
| CHO-K1 Ca PAM | 3 | 8 | 0 | 9 | 18 | 2 | -5 | 3 |
| M5 ag | -2 | -4 | -3 | -3 | 9 | 4 | 0 | -6 |
| TAAR1 agonist | 1 | 3 | 6 | 2 | 1 | 1 | 12 | -3 |
| M5 PAM | -7 | 0 | 5 | 7 | 13 | -5 | -5 | -1 |

17. COCCn1c(SCC(=O)NCc2ccc3c(c2)OCO3)nnc1C(C)C
18. Cc1ccc(C)c(NC(=O)C(=O)NCCc2c[nH]c3ccccc23)c1
19. CCN(CC)C(=O)CSc1nc2ccccc2c(=O)n1-c1cccc(OC)c1
20. O=C(NCCc1ccc(Cl)cc1)C(=O)c1c[nH]c2ccccc12
21. Cc1ccc(/C=C/C(=O)NN2CCN(C)CC2)cc1
22. Cc1ccc(Cl)cc1N1CCN(C(=O)C2CCN(S(C)(=O)=O)CC2)CC1
23. CC(SC(=S)N1CCCC1)C(=O)O (stereo unspecified)
24. O=C(NCC1CC1)NC(=O)c1ccccc1F

| entry no. | 17 | 18 | 19 | 20 | 21 | 22 | 23 | 24 |
| --- | --- | --- | --- | --- | --- | --- | --- | --- |
| CHRM4 PAM | 3 | -13 | 2 | -8 | 3 | 6 | 5 | -2 |
| M5 antag | 4 | 12 | 1 | 12 | 6 | -4 | 17 | 1 |
| CRFBP-R2 block | -2 | -25 | 6 | 8 | -4 | 5 | 12 | / |
| CRFR2-BP ag | 1.5 | -0.3 | 0.4 | -0.8 | -0.4 | -2.3 | 0.2 | / |
| TAAR1 antag | -32 | -4 | -8 | 47 | -7 | 9 | 9 | 6 |
| CHO-K1 Ca PAM | 4 | 7 | 16 | 1 | 9 | 24 | 7 | -6 |
| M5 ag | 1 | -2 | -3 | 1 | -4 | -4 | -2 | 2 |
| TAAR1 agonist | 8 | 2 | 0 | 12 | 0 | 3 | 7 | 1 |
| M5 PAM | 6 | -4 | -6 | -8 | -1 | -4 | -5 | -2 |

(list continues)
Short forms – A = CHRM4 PAM; B = M5 antag; C = CRFBP-R2 block; D = CRFR2-BP ag; E = TAAR1 antag; F = CHO-K1 Ca PAM; G = M5 ag; H = TAAR1 agonist; I = M5 PAM
25	CN(CC(=O)Nc1sccc1C#N)S(=O)(=O)c1ccc(F)cc1
  A: 9	B: -8	C: 38	D: -1.9	E: -3	F: -4	G: 4	H: 2	I: 2
26	COc1ccc(OC)c(C2=NOC(C(=O)N3CCN(c4ccccc4)CC3)C2)c1 (stereo unspecified)
  A: 3	B: -2	C: 5	D: 0.4	E: -13	F: 30	G: 0	H: 1	I: 1
27	COC(=O)[C@@H]1C[C@H]2CC[C@H](O)C[C@H]2N1Cc1ccccc1OC(=O)c1cccs1
  A: -3	B: 17	C: -12	D: 3.1	E: -1	F: 8	G: 1	H: 3	I: -9
28	COc1ccccc1NC(=S)NNC(=O)c1nn(C)c(C)c1Br
  A: 16	B: 6	C: 0	D: -2.3	E: 1	F: -3	G: 1	H: -2	I: -5
29	c1ccc(OCc2nn3c(Cn4nnc5ccccc54)nnc3s2)cc1
  A: -12	B: 3	C: 16	D: -1.9	E: 5	F: 2	G: -1	H: 2	I: -2
30	O=C(O)/C=C(/c1ccccc1)C(F)(F)F
  A: 3	B: 4	C: 0	D: -0.5	E: -11	F: 20	G: 0	H: 1	I: 2
31	COc1ccc(CCNC(=O)CSc2c[nH]c3ccccc23)cc1OC
  A: -3	B: -2	C: 6	D: 3.2	E: -7	F: 12	G: 4	H: 2	I: -2
32	COC(=O)c1ccc(NC(=O)CSc2nnc(-c3ccccc3Br)n2-c2ccccc2)cc1
  A: 26	B: -13	C: 11	D: 1.4	E: -2	F: 2	G: -2	H: 5	I: 5
33	COc1cccc(-c2nc(CS(=O)(=O)CC(=O)NCCc3ccccc3)c(C)o2)c1
  A: 3	B: -9	C: -8	D: -0.9	E: 29	F: 7	G: 0	H: 71*	I: 7
34	C[C@H]1CN([C@@H](C)CO)C(=O)CCCn2nncc2CO[C@@H]1CN(C)Cc1ccc(C(=O)O)cc1
  A: 4	B: 4	C: 3	D: 2.3	E: -4	F: 18	G: 2	H: 4	I: -3
35	O=C(Oc1ccc(=O)n(-c2ccccc2)n1)c1cccc(Cl)c1
  A: 6	B: 5	C: -12	D: 0.6	E: -17	F: 17	G: 3	H: 0	I: -3
36	COc1cccc(NC(=O)C(NC2CCCC2)c2ccccc2)c1 (stereo unspecified)
  A: -10	B: 6	C: 10	D: 10	E: 2	F: 9	G: -5	H: 8	I: -7
37	Cc1cc(C)n(Cc2ccccc2F)c(=O)c1C#N
  A: 6	B: 0	C: -17	D: 1.8	E: -7	F: 16	G: 2	H: 2	I: 0
38	COC(=O)[C@@]12C[C@@H](CC(=O)N3CCCC3)C(=O)N(Cc3ccccc3)C1=CCC(C)(C)C2
  A: 3	B: -1	C: /	D: /	E: -12	F: /	G: 2	H: 2	I: 6
39	O=C(COc1ccc(F)cc1Br)N1CCc2ccccc21
  A: 1	B: -2	C: -35	D: 1.0	E: 83*	F: -4	G: -6	H: 76*	I: -9
40	CCn1c2ccccc2c2cc(NC(=O)c3ccco3)ccc21
  A: 1	B: 6	C: 0	D: 0.4	E: 12	F: 21	G: -2	H: -2	I: -4
41	COCCN=c1scc(-c2ccccc2)n1/N=C/c1c[nH]c2ccccc12
  A: 3	B: 11	C: -8	D: 1.2	E: 18	F: 6	G: -3	H: 4	I: -3
42	CCN(CC)CC(=O)c1c(N)n(Cc2ccccc2)c(=O)n(C)c1=O
  A: 0	B: 3	C: 12	D: -2.2	E: -6	F: -8	G: -2	H: 9	I: 4
43	CC(C)[C@H](NC(=O)c1cccc(S(=O)(=O)N2CCOCC2)c1)C(=O)NCc1ccc(F)cc1
  A: 1	B: 17	C: -9	D: -1.6	E: -12	F: 3	G: -2	H: 3	I: 3
44	O=C(/C(=N/O)n1cncn1)c1ccccc1Cl
  A: -3	B: 0	C: 3	D: -0.3	E: -17	F: 8	G: 0	H: 1	I: 1
45	O=C(O)CC1(CC(=O)NCc2ccccn2)CCCCC1
  A: 1	B: 2	C: 6	D: -1.2	E: -11	F: 16	G: 2	H: 2	I: 6
46	O=C(O)CCn1ccc2cc(S(=O)(=O)N3CCCCCC3)ccc21
  A: 4	B: -10	C: -2	D: 2.1	E: -8	F: 4	G: -1	H: 0	I: 19*
47	CCSc1nnc(NC(=O)C2CSC3(C)CCC(=O)N23)s1 (stereo unspecified)
  A: 6	B: 4	C: -4	D: 1.6	E: -12	F: 10	G: 1	H: 0	I: 8
48	Cc1ccc(-c2nn(Cc3ccccc3)cc2C(=O)N2CCN(c3ccccn3)CC2)cc1
  A: 3	B: -3	C: 7	D: -1.2	E: 0	F: 5	G: -1	H: 0	I: 4
49	O=c1c2ccccc2ncn1CCCOc1ccccc1[N+](=O)[O-]
  A: 7	B: -2	C: 10	D: -0.5	E: 3	F: 17	G: -1	H: 14	I: -6
50	Cc1ccccc1Nc1cccc2nonc12
  A: -4	B: 22	C: -42	D: 14	E: 13	F: -2	G: 1	H: 11	I: -12
51	Cc1onc(-c2c(F)cccc2Cl)c1C(=O)N1CCOC12CCCCC2
  A: 5	B: 5	C: -7	D: 0.4	E: -9	F: 6	G: -2	H: 20	I: -2
52	COC(=O)C1=C(N)Oc2cc(C)n(CC3CCCO3)c(=O)c2C1c1ccc(Cl)cc1 (stereo unspecified)
  A: 5	B: -2	C: 16	D: 0.1	E: 17	F: 17	G: -3	H: -2	I: 1

Assay outcomes as filed in PubChem BioAssay.
